From PubChem
NPY Y2 blocker: NPY-Y2 (human) receptor antagonism. NPY-Y2 expressing cells, antagonist mode. 140,000 compounds, 0.99% hits. inhibition, % at 2.7 µM. P49146; in the data active = inhibition above about 17%;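 also: 0% = vehicle with agonist challenge and 100% = reference antagonist with challenge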
Target sequence (P49146 whole entry, looked up): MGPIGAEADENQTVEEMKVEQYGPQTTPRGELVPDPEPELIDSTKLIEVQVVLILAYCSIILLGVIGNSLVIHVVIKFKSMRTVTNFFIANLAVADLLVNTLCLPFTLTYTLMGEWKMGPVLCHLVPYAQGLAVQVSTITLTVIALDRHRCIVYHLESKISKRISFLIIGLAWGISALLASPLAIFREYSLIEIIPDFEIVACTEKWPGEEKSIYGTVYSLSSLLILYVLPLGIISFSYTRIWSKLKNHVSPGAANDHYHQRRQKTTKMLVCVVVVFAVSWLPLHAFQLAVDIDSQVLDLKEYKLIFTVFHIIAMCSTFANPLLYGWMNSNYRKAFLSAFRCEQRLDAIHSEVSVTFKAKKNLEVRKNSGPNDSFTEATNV
HCT116 PTEN-null: growth suppressors of cells with PTEN tumor suppressor deletion; AID 827; 140,000 compounds, 1.2% hits; HCT116 PTEN-null viability, CellTiter-Glo, 60 h; stronger effect = lower value; viability, % at 10 µM;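 active = viability at or below a set limit, 4 SD under the median of all tested compounds, cut at about 3.7% in these data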;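 also: PTEN knockout HCT116 line with beta catenin targeted HCT116 as companion control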
MRP-1 activ: activators of MRP-1 | H69AR cells + doxorubicin, viability rescue, CellTiter-Glo | viability increase, % at 10 µM | 140,000 compounds, 0.61% hits;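 active = viability gain under doxorubicin at or above a set limit, the compound median plus 3 SD, cut at about 4.7% in these data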;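 also: MRP-1 overexpressing cells given doxorubicin 25 µM after compound pretreatment; 18-22 h compound pretreatment then 72 h with doxorubicin before readout; 0% = doxorubicin-only wells and 100% = vehicle-treated cells without doxorubicin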
Yeast life ext: yeast lifespan extension. S. cerevisiae growth with nicotinamide, OD615; deaD strain in restrictive glucose medium. inhibition of the nicotinamide effect, % at 10 µM. 130,000 compounds, 0.68% hits. AID 775;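 active = inhibition above a set limit, placed 3 SD over the median of all compounds, cut at about 26% in these data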;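 also: 0% = nicotinamide-treated wells and 100% = cells grown without nicotinamide; some compounds called inactive have numbers as strong as hits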
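Assay system: engineered S. cerevisiae DeaD replicative-lifespan strain, galactose-grown log-phase cells; medium: restrictive CSMM-D dextrose medium; also added: nicotinamide, 1.5 mM, co-present with compound; schedule: 48 h compound exposure at 30 °C, humidified; detection: absorbance at 615 nm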
Phagocyt inh: inhibitors of macrophage phagocytosis | J774A.1 macrophage IgG-bead phagocytosis, imaging | inhibition, % at 5 µM | 110,000 compounds, 0.07% hits | AID 1029;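 active = inhibition above the mean of the plate negative controls plus 5 SD, cut at about 13% in these data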;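 also: phagocytic index as fraction of beads internalized from green versus red external bead signal; plate controls were DMSO negative control for no effect and cytochalasin-D positive control for full effect; some results beyond the cut were filed as inactive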
E-sel TNF inh: TNF alpha driven E-selectin expression inhibition. 120,000 compounds, 0.71% hits. inhibition, % at 2 µM. HUVEC TNFa-induced E-selectin immunofluorescence, high content. AID 1246;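 active = inhibition above the batch mean plus 3 SD, and confirmed as a hit on visual image review, cut at about 43% in these data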;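 also: 0% = TNF-stimulated DMSO wells and 100% = unstimulated control wells; not every result past the cut was called active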
Yeast growth inh: reduces growth of yeast BB579 in restrictive medium; 140,000 compounds, 0.51% hits; inhibition, % at 10 µM; S. cerevisiae BB579 growth, OD615, 48 h; AID 804;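 active = inhibition above a set limit, 3 SD over the mean compound inhibition, cut at about 44% in these data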; also: inactives centre near -24
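Test system: DeaD yeast strain BB579 / Buffer or medium: restrictive glucose-based CSMM-D medium / Doses: single 10 µM dose / Schedule: 4 h cell preincubation, 48 h compound exposure, 30 °C humidified / Technique: culture absorbance at 615 nm / Controls: amphotericin B positive control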
GALR2 blocker: blocks the human galanin receptor 2 | inhibition, % at 4 µM | GALR2-expressing cells, antagonist mode | 140,000 compounds, 0.39% hits; in the data active = inhibition above about 27%;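 also: cells stimulated with galanin 1-16 at roughly its EC80; 0% = agonist challenge control and 100% = basal control without agonist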
Target sequence (O43603 whole entry, looked up): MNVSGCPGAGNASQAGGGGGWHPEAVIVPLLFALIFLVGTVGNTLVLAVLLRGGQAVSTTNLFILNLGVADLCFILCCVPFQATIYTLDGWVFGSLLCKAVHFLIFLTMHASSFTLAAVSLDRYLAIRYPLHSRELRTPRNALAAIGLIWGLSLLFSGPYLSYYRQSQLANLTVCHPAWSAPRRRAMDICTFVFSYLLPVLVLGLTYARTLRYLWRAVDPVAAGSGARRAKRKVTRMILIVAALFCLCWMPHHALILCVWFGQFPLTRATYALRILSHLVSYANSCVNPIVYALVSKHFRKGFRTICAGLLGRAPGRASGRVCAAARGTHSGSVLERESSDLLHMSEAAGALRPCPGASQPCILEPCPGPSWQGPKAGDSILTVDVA
Measles CPE: protection of cells from measles virus. 140,000 compounds, 1.5% hits. AID 841. protection (pct of control), % at 4 µM. Measles virus-infected cells, CPE protection, absorbance; in the data active = protection mostly above about 24%, no sharp cut-off; inactive = mostly below about 26%; also: some compounds called inactive have numbers as strong as hits
bCat KO growth: beta-catenin-lacking colon tumor cell growth suppression. HCT116 beta-catenin knockout viability, CellTiter-Glo, 60 h; stronger effect = lower value. viability, % at 10 µM. 140,000 compounds, 1.5% hits. AID 818;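 active = viability at or under a set limit, the compound median less 4 SD, cut at about 6% in these data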;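 also: 0% = Hyamine 1622 control at 20 µM and 100% = untreated cell control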
* = called active by the depositor; x = not tested or not shown; & = joins results of further samples.

SMILES	NPY Y2 blocker	HCT116 PTEN-null	MRP-1 activ	Yeast life ext	Phagocyt inh	E-sel TNF inh	Yeast growth inh	GALR2 blocker	Measles CPE	bCat KO growth
COC(=O)c1ccc(CSc2nnc(CNC(=O)COc3ccc(Cl)cc3)o2)o1	0	84	-1.9	-21	x	-14	-38	1	3	108
c1ccc(-c2cn3c(n2)-c2ccccc2C3)cc1	5	39	-4.7	-7	1	-24	-39	24	6	37
COC(=O)c1ccccc1NC(=O)/C=C/c1cc(OC)c(OC)c(OC)c1	4	89	-0.8	-4	0	5	-10	-7	10	91
Cn1nnnc1SCC(=O)Nc1nc2c(s1)CCCC2	-2	97	-0.4	-8	0	-5	-34	-9	2	100
CCNc1sc(C(=O)c2cccs2)c(N)c1C#N	-3	100	-0.9	-11	2	-9	10	8	14	102
CCOC(=O)Cn1c(=O)oc2cc(S(=O)(=O)N(C)Cc3ccco3)ccc21	-3	98	-2.0	-8	2	x	1	-4	3	97
CCCNC(=O)NC(=O)COC(=O)c1oc2ccc(OCC)cc2c1C	1	99	-0.5	-4	x	-8	-48	-5	7	87
CCOC(=O)CSc1nc2ccccc2c(=O)n1Cc1ccco1	4	99	-3.4	-3	0	-3	-12	3	2	86
CC1CN(C(=O)c2ccc3c(c2)OCO3)CC(C)O1 (stereo not given)	2	91	-0.5	-4	0	46	-22	-13	6	90
CN(C)CC(O)COc1ccc(C(C)(C)c2ccc(OCC(O)CN(C)C)cc2)cc1 (stereo not given)	5	18	-5.5	-21	x	x	-27	-10	40	16
Cn1c(=O)[nH]c2ccc([N+](=O)[O-])nc21	1	93	-1.2	3	-2	x	1	-4	24	96
O=C(O)C1CCN(C(=O)COc2ccc3c4c(c(=O)oc3c2)CCC4)CC1	5	100	-1.5	-21	-2	-35	-25	-1	8	97
CCOc1ccccc1N1CCN(C(=O)c2cc[n+]([O-])cc2)CC1	1	99	-1.7	-5	x	2	2	4	0	97
Cc1ccc(CNC(=O)c2sccc2-n2cccc2)cc1	1	78	-0.8	-4	0	x	-20	6	5	82
COc1ccc(C(=O)Nc2cc(C)nc3ccccc23)cc1OC	4	94	-1.0	-3	-1	-19	-47	-9	9	87
O=c1oc2cc(O)ccc2cc1-c1nc2c(s1)CCc1ccccc1-2	2	92	-1.8	-2	-9	x	-15	37*	9	82
Cc1cc([N+](=O)[O-])nn1CC(=O)NCc1ccco1	1	99	-0.4	-1	x	32	-22	1	5	94
c1ccc(N2CCN(c3nc4ccccc4n4cnnc34)CC2)cc1	-2	63	-3.2	-12	0	x	-7	4	1	78
O=C1Oc2ccccc2C2(O)C3CCCCCC3C12 (stereo not given)	1	86	-2.3	-6	x	-58	-17	0	15	82
Cc1ccc(S(=O)(=O)N(C)/C(=N/S(=O)(=O)c2ccccc2)c2ccccc2)cc1	1	92	-0.9	-9	0	-56	1	5	5	103

Profiles as entered above:
c1ccc(N2CCN(c3nc4ccccc4n4cnnc34)CC2)cc1 is entered as NPY Y2 blocker: -2; HCT116 PTEN-null: 63; MRP-1 activ: -3.2; Yeast life ext: -12; Phagocyt inh: 0; E-sel TNF inh: x; Yeast growth inh: -7; GALR2 blocker: 4; Measles CPE: 1; bCat KO growth: 78
O=C(O)C1CCN(C(=O)COc2ccc3c4c(c(=O)oc3c2)CCC4)CC1 is entered as NPY Y2 blocker: 5; HCT116 PTEN-null: 100; MRP-1 activ: -1.5; Yeast life ext: -21; Phagocyt inh: -2; E-sel TNF inh: -35; Yeast growth inh: -25; GALR2 blocker: -1; Measles CPE: 8; bCat KO growth: 97
CCOc1ccccc1N1CCN(C(=O)c2cc[n+]([O-])cc2)CC1 is entered as NPY Y2 blocker: 1; HCT116 PTEN-null: 99; MRP-1 activ: -1.7; Yeast life ext: -5; Phagocyt inh: x; E-sel TNF inh: 2; Yeast growth inh: 2; GALR2 blocker: 4; Measles CPE: 0; bCat KO growth: 97

Additional records
SMILES	NPY Y2 blocker	HCT116 PTEN-null	MRP-1 activ	Yeast life ext	Phagocyt inh	E-sel TNF inh	Yeast growth inh	GALR2 blocker	Measles CPE	bCat KO growth
Cc1cccc(OCC(=O)O/N=C(\N)c2ccccn2)c1C	1	94	2.2	-9	-2	-11	12	-1	1	100
Cc1ccc(C(=O)CC(C(=O)O)n2cccn2)cc1 (stereo not given)	12	94	-2.8	0	-1	x	-33	7	15	89
CCc1ccc(C(=O)CC2(O)C(=O)N(CN3CCOCC3)c3ccccc32)cc1 (stereo not given)	4	86	-1.6	-14	1	10	0	0	0	100
CN1CCN(c2ccc(Cl)cc2NC(=O)c2cccc(S(=O)(=O)N(C)C)c2)CC1	1	75	-3.1	-7	2	9	-44	-13	13	69
C=CCOc1cc(C)nc(-c2ccccc2O)n1	3	82	0.8	-11	0	10	-18	-4	9	102
Nc1nc(Nc2ccc(Cl)cc2)n[nH]1	-3	92	1.8	-15	1	3	-13	4	39*	92
CCCC1S/C(=N/N=C/c2cccs2)NC1=O (stereo not given)	5	94	-1.6	-5	-3	-5	-33	1	14	96
COc1ccc(C2CC(c3ccccc3)=NN2S(=O)(=O)c2ccccc2)c(OC)c1 (stereo not given)	10	85	-1.4	10	-1	x	-9	-1	9	93
O=S(=O)(/C=C/c1ccccc1)N1CCN(c2cccc(Cl)c2)CC1	7	92	-2.9	-3	0	-9	-67	-2	9	98
O=C(NCCc1ccccc1)c1ccc(-n2cnnn2)cc1	1	98	-0.8	-5	2	8	13	2	21	97
O=C(CN1CC(=O)Oc2ccccc21)OCC(=O)c1ccccc1	0	90	-1.6	-2	-1	-1	-37	14	1	90
CCC(=O)Nc1cccc(C(=O)OCC(=O)c2ccccc2Cl)c1	1	101	-0.2	-7	x	-14	-3	-5	8	101
CC(=O)c1ccc(N2CCN(c3ccc(C(F)(F)F)cn3)CC2)cc1	14	76	7.8*	-8	1	x	-16	12	11	76
c1ccc(OCCOc2cccc3cccnc23)cc1	1	94	-0.9	-6	0	x	-53	7	18	89
CCCCOc1ccc(N(CC(=O)NC2CCCC2)C(=O)CCC(=O)Nc2ccccn2)cc1	-1	90	-3.3	-4	x	-9	-34	-5	12	85
Cc1c(Cl)cccc1NC(=S)N(CCCN1CCOCC1)Cc1cccs1	2	93	-2.2	-1	-4	x	-4	4	30	91
COc1cc(S(=O)(=O)Nc2cccc(C)c2)ccc1NC(=O)c1cccnc1	-2	78	3.5	7	x	x	-35	4	10	80
COc1cc(OC)cc(C(=O)NCC(=O)OCc2csc(-c3ccccc3)n2)c1	2	91	-2.2	-5	-4	-24	-25	6	6	92
Cc1nnc(-c2cnn(C)c2N)n1Cc1cccc(Cl)c1	0	85	-0.9	-12	1	-20	-39	-2	3	90
CSc1nnc(-c2cnccn2)n1CCCN1CCCC1=O	-1	102	1.0	-6	-2	-34	-13	1	3	101

Five records drawn at random from the list so far:
SMILES	NPY Y2 blocker	HCT116 PTEN-null	MRP-1 activ	Yeast life ext	Phagocyt inh	E-sel TNF inh	Yeast growth inh	GALR2 blocker	Measles CPE	bCat KO growth
O=C(NCCc1ccccc1)c1ccc(-n2cnnn2)cc1	1	98	-0.8	-5	2	8	13	2	21	97
O=C1Oc2ccccc2C2(O)C3CCCCCC3C12 (stereo not given)	1	86	-2.3	-6	x	-58	-17	0	15	82
CCCNC(=O)NC(=O)COC(=O)c1oc2ccc(OCC)cc2c1C	1	99	-0.5	-4	x	-8	-48	-5	7	87
O=C(O)C1CCN(C(=O)COc2ccc3c4c(c(=O)oc3c2)CCC4)CC1	5	100	-1.5	-21	-2	-35	-25	-1	8	97
COc1ccc(C(=O)Nc2cc(C)nc3ccccc23)cc1OC	4	94	-1.0	-3	-1	-19	-47	-9	9	87

(cont.)
SMILES	NPY Y2 blocker	HCT116 PTEN-null	MRP-1 activ	Yeast life ext	Phagocyt inh	E-sel TNF inh	Yeast growth inh	GALR2 blocker	Measles CPE	bCat KO growth
COc1ccc(OCC(=O)NNC(=O)c2ccccn2)cc1	0	95	0.4	-5	x	18	-19	-2	2	88
O=C(c1ccc(N2C(=O)C3CCCCC3C2=O)cc1)N1CCCCC1 (stereo not given)	1	98	-1.7	4	-2	x	-31	5	7	99
CS(=O)(=O)N(CC(=O)N1CCN(Cc2ccccc2)CC1)Cc1ccccc1	11	92	-4.0	-7	0	-19	-17	-10	0	98
Cc1ccc(CS/C(Nc2ccccc2C)=C(\C#N)C(=O)NCc2ccco2)c(C)c1	4	69	-1.9	-2	0	-14	-16	1	7	67
Cn1nc(OC(=O)Nc2ccc(F)cc2)cc1C(F)(F)F	4	97	-0.5	-3	0	x	-88	-2	5	94
Cc1cc(C)c(NC(=O)Cn2nnc(C(=O)NCc3cccs3)c2N)c(C)c1	1	84	-4.3	25	x	x	-23	9	4	83
O=S(=O)(c1ccc(Br)cc1)N1CCn2c(nc3ccccc32)C1	3	107	-0.2	9	0	x	-39	-3	1	99
COc1ccc2c(OC)cc(-c3ccccc3)nc2c1	2	78	-3.2	x	x	23	-16	16	12	76
CCOc1ccc(N2C(=O)CC(Sc3ncccn3)C2=O)cc1 (stereo not given)	1	98	-1.7	-5	1	-3	-7	-4	2	92
CC1CCCN(C(=O)c2ccc(COc3ccccc3Br)cc2)C1 (stereo not given)	10	81	1.5	-8	1	-22	-25	5	8	93
Nc1[nH]n2c(=O)c3c(nc2c1N=Nc1ccccc1)CCCC3	3	10	-5.5	-17	3	-9	-37	-6	6	12
N#Cc1ccc(Cl)cc1NC(=O)COC(=O)[C@H](CCC(N)=O)NC(=O)c1ccc(F)cc1	0	94	-2.6	6	8	-1	-30	11	3	86
O=C(NCc1ccco1)C1CCN(S(=O)(=O)Cc2ccccc2)CC1	0	0.5*	-2.6	x	x	9	-9	9	6	0.7*
COCCSc1ccccc1C(=O)Nc1ccc2c(c1)OCCO2	3	98&94	-1.3	-15	1	-17	-25	14	5	105
Oc1c(C(c2cccs2)N2CCN(c3ccc(F)cc3)CC2)sc2ncnn12 (stereo not given)	-2	86	11*	-6	0	-6	-25	-6	5	86
COc1ccc(C2OCC3(CO2)SC(=O)NC3=O)cc1 (stereo not given)	6	103	-1.7	-1	-8	12	-50	15	5	91
COc1ccc(OC)c(NC(=O)COC(=O)/C=C/c2ccccc2Cl)c1	11	85	-2.3	0	-1	16	-46	3	9	82
CSc1nnc(Cc2cc(=O)[nH]c(=O)[nH]2)n1-c1cccc(C)c1	3	98	-0.8	-17	-1	17	-22	2	4	105
COc1cccc(Nc2c3c(nc4c(-c5ccccc5)c(C)nn24)CCC3)c1	3	63	-3.1	3	-5	x	-29	2	31	69
S=c1[nH]nc(-c2cccnc2)n1/N=C/C=C/c1ccccc1	0	99	0.4	-4	-4	x	-26	-3	5	96

With a hit mark in GALR2 blocker, among the entries above:
Compound	NPY Y2 blocker	Yeast life ext	Phagocyt inh	E-sel TNF inh	Yeast growth inh	GALR2 blocker	Measles CPE
O=c1oc2cc(O)ccc2cc1-c1nc2c(s1)CCc1ccccc1-2	2	-2	-9	x	-15	37*	9
